CIT2 TOR yeast: modulators of TOR pathway CIT2-GFP in S. cerevisiae; AID 2029; 320,000 compounds, 0.065% hits; S. cerevisiae CIT2-GFP strain, flow cytometry, 3 h; 100 means same as DMSO wells; GFP response vs DMSO, % at 10 µM;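 active = GFP response relative to DMSO above a set limit, near the screen mean plus 3 SD, cut at about 150% in these data; inconclusive = Fewer than 70 cells measured for a yeast strain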;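 also: ratio of well median GFP fluorescence to mean of DMSO wells on the plate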
RPL19A-GFP yeast: modulators of TOR pathway RPL19A-GFP in S. cerevisiae | S. cerevisiae RPL19A-GFP strain, flow cytometry, 3 h; active compounds read low | percent response vs DMSO, % at 10 µM | AID 2025 | 330,000 compounds, 0.3% hits;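 active = percent response vs DMSO below 50%; inconclusive = fewer than 70 events counted for the yeast strain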;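 also: median channel GFP fluorescence of the barcoded RPL19A-GFP strain; ratio of sample median GFP to plate DMSO average so 100% = DMSO; lower means less RPL19A-GFP as with rapamycin TOR inhibition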
LAP4-GFP MLPCN: yeast TOR pathway LAP4-GFP modulation | 320,000 compounds, 0.34% hits | S. cerevisiae LAP4-GFP multiplex, flow cytometry GFP, 3 h; median GFP as percent of DMSO wells | AID 2023 | GFP response vs DMSO, % at 10 µM;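 active = GFP response vs DMSO above a set limit, about the screen mean plus 3 SD, cut at about 150% in these data; inconclusive = under 70 cell events counted for the yeast strain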
AHR act: activates the human aryl hydrocarbon receptor; P35869; AHR-responsive luciferase reporter cells, luminescence; activation, % at 5 µM; 320,000 compounds, 2.5% hits; AID 2796; in the data active = activation above about 47%;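 also: 0% = vehicle wells and 100% = reference agonist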
Target sequence (P35869 whole entry, looked up): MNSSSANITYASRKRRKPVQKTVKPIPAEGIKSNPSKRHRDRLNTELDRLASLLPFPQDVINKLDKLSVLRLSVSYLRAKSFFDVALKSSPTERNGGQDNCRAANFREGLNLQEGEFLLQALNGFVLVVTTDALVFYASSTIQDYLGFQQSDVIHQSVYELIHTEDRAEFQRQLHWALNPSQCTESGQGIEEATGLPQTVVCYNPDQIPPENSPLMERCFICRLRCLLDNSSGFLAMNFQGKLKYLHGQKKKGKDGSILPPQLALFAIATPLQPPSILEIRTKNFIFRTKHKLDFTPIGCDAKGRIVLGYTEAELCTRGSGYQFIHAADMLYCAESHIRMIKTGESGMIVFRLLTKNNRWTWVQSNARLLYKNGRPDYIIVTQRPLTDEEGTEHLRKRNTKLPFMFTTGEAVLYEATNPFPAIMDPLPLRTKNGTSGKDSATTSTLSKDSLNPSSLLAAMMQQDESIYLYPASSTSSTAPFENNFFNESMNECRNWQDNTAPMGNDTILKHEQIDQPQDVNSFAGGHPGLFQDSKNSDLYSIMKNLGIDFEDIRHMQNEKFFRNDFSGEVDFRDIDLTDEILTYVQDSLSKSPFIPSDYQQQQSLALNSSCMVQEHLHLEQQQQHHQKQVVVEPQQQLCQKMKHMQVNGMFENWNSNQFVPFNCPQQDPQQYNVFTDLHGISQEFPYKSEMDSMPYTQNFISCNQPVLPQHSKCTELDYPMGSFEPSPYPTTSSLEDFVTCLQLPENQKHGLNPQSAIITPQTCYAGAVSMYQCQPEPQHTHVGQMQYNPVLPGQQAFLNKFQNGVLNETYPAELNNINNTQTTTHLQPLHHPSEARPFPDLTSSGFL
AGP1-GFP MLPCN: alters AGP1-GFP fluorescence in TOR pathway yeast screen; S. cerevisiae AGP1-GFP multiplex flow cytometry, 3 h; GFP as percent of DMSO wells; GFP response vs DMSO, % at 10 µM; 320,000 compounds, 0.02% hits;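 active = GFP response relative to DMSO above a set limit, near screen average plus 3 SD, cut at about 150% in these data; inconclusive = fewer than 70 cells counted for the yeast strain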;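 also: median GFP channel fluorescence of the gated AGP1 strain per well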
MEP2-GFP yeast: yeast TOR pathway MEP2-GFP modulation | S. cerevisiae MEP2-GFP strain, flow cytometry GFP, 3 h; 100% = DMSO control level | GFP response vs DMSO, % at 10 µM | 330,000 compounds, 0.51% hits | AID 2016;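 active = GFP response versus DMSO above a set limit, roughly screen mean plus 3 SD, cut at about 180% in these data; inconclusive = fewer than 70 cells counted for a yeast strain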;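 also: median GFP fluorescence of the barcode-gated MEP2-GFP cells per well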
Efflux pump inh: blocks antifungal efflux pumps in multiplex yeast assay; S. cerevisiae Candida pump triplex, Nile Red efflux; inhibition, % at 10 µM; 330,000 compounds, 0.44% hits; AID 485275;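 active = plate passing quality check with inhibition over a set limit, or well fluorescence over plate mean plus 4 SD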;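 also: Nile Red retained in pooled yeast measured as flow cytometry median fluorescence; 0% = buffer negative control and 100% = Enniatin B positive control; higher means more Nile Red kept so more efflux inhibition; some compounds called inactive have numbers as strong as hits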
Yeast superoxide: lowers age-related superoxide in aged yeast cells; S. cerevisiae aged cells, superoxide DHE fluorescence; active compounds read low; AID 2690; 330,000 compounds, 0.18% hits; superoxide response (% of plate mean), % at 10 µM;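 active = superoxide response under a set limit, about three screen SD below normal, cut at about 65% in these data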;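 also: yeast aged for seven days with compound at 30 °C before DHE staining; 100% = average MFI of all compound-treated wells on the plate with controls excluded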
Active calls of the source: *; u = inconclusive; x = no result given.

SMILES	CIT2 TOR yeast	RPL19A-GFP yeast	LAP4-GFP MLPCN	AHR act	AGP1-GFP MLPCN	MEP2-GFP yeast	Efflux pump inh	Yeast superoxide
CC/C(=N\NC(=O)c1ccc(-c2ccccc2)cc1)C12CC3CC(CC(C3)C1)C2	89	96	113	19	94	96	-0.1	94
CCCc1nn2c(=O)cc(COc3cccc(NC(=O)c4ccco4)c3)nc2s1	112	108	115	-1	114	109	-0.2	90
O=S(=O)(c1ccccc1)N1CCNCC1	93	94	116	-3	108	100	-0.1	111
CCN(CC)C(=O)c1cc(S(=O)(=O)N2CCCCC2)c[nH]1	96	101	104	2	100	106	0.5	104
Cc1ccc(/C=N/NC(=O)c2cccs2)s1	92	94	97	130*	85	99	0.0	90
COc1ccc([C@@H]2C[C@H](c3ccccc3)Oc3cc(OC)c(OC)c(OC)c32)cc1	88	102	103	6	90	95	0.0	99
Fc1ccc2nc(N3CCOCC3)sc2c1	99	97	94	0	88	96	0.0	95
O=C(COC(=O)C1COc2ccccc2O1)Nc1ccc(Cl)cc1 (configuration not stated)	90	99	102	2	97	100	0.1	96
COc1ccccc1C1C2=C(CC(C)(C)CC2=O)N(CC(=O)O)C2=C1C(=O)CC(C)(C)C2	94	54	92	3	77	239*	0.7	97
COc1ccc(OC(C)C(=O)Nc2ccc(F)cc2F)cc1 (configuration not stated)	102	98	111	0	105	96	-0.3	98
Cc1ccc(COn2nnc3ccc(S(=O)(=O)N4CCOCC4)cc32)cc1	107	103	106	4	109	109	-0.1	107
COC(=O)C(Sc1nc(C)cc(C)c1C#N)c1ccccc1 (configuration not stated)	93	95	105	-3	93	93	0.0	96
O=C(Cc1noc2ccccc12)Nc1ccc2ccccc2c1	92	94	96	25	86	94	0.0	85
CC(NC(=O)c1cccnc1Sc1ccccc1)c1ccc(S(N)(=O)=O)cc1 (configuration not stated)	104	103	97	-5	102	101	-0.1	97
O=C(CN(Cc1ccccc1Cl)C(=O)Cn1nnc(-c2cccs2)n1)NCC1CCCO1 (configuration not stated)	104	97	94	0	104	97	0.0	91
CCN(CC)S(=O)(=O)c1ccc(N2CCCC2)c(NC(=O)Cc2cc(OC)c(OC)c(OC)c2)c1	89	91	100	-1	92	88	-0.4	102
O=C(NC1CCCCC1)C(c1ccco1)N(C(=O)c1csnn1)c1ccccc1 (configuration not stated)	100	105	107	4	102	108	0.0	114
CC(C)c1ccc(Cc2nnc(NCCCO)[nH]c2=O)cc1	93	99	97	-5	96	109	0.7	97
COc1cccc(-c2cc(C(=O)NCCc3ccccc3)no2)c1	113	103	106	-1	101	107	0.0	96
O=C(Nc1ccon1)c1ccc2c(c1)OCO2	101	101	106	16	105	106	0.0	104

Copied from the list:
AHR act with Cc1ccc(/C=N/NC(=O)c2cccs2)s1 → 130*
Yeast superoxide with O=S(=O)(c1ccccc1)N1CCNCC1 → 111

Next section:
SMILES	CIT2 TOR yeast	RPL19A-GFP yeast	LAP4-GFP MLPCN	AHR act	AGP1-GFP MLPCN	MEP2-GFP yeast	Efflux pump inh	Yeast superoxide
Clc1cccc(Cl)c1CSc1cc2c(nn1)-c1ccccc1CC2	103	102	108	1	104	103	-0.1	105
O=C(Nc1cnccn1)Nc1ccccc1F	97	101	112	61*	101	104	0.1	96
COc1cc(OC)cc(C(=O)NCC(=O)OCC(=O)NC(C)(C)C)c1	90	98	93	1	105	86	0.5	99
Nc1nc(-c2cc(O)ccc2[N+](=O)[O-])cc(-c2ccccc2)c1[N+](=O)[O-]	105	108	98	x	94	113	0.2	100
O=C(Cc1ccc(Br)cc1)c1ccc(O)cc1O	93	94	130	1	88	96	0.1	94
Cc1cc(=O)n2nc(N3CCCC(C(=O)NCc4ccc5c(c4)OCO5)C3)sc2n1 (configuration not stated)	101	99	109	3	99	97	-0.1	100
COCCNc1ccc([N+](=O)[O-])cc1C(=O)NC1CCCc2ccccc21 (configuration not stated)	93	97	86	9	92	90	0.0	100
CS(=O)(=O)N1CCC(C(=O)Nc2ccc(C(N)=O)cc2)CC1	100	90	82	1	87	83	-0.2	96
COCc1cc(C)nc(SCC(=O)Nc2ccc3c(c2)n(C)c(=O)n3C)c1C#N	92	98	97	-2	102	112	0.0	122
Cc1cccc(C)c1NC1=NCCCCC1	104	97	98	-3	106	106	0.0	120
CCOC(=O)c1c(S(=O)(=O)NCCCc2ccco2)c(C)n(C)c1C	98	99	97	0	104	95	-0.2	87
O=C(CS(=O)CC(=O)N(c1ccccc1)C(C(=O)NC1CCCC1)c1cccs1)Nc1ccc(F)cc1 (configuration not stated)	116	105	83	-1	101	106	0.0	88
COc1ccc(C(=O)NCC(=O)OCC(=O)NC2CCCC2)cc1	98	101	91	-2	94	98	0.0	93
CCOc1ccc(NC(=O)Cn2nnc(-c3ccccc3NC(=O)C3CC3)n2)cc1	100	101	103	2	107	111	0.1	98
OCCNc1nc(Nc2ccccc2OC(F)(F)F)nc(N2CCCC2)n1	97	100	122	13	90	99	-0.1	85
COc1ccc(C2C(C(=O)Nc3cc(C)on3)c3ccccc3C(=O)N2C)cc1OC (configuration not stated)	98	98	103	0	101	101	0.1	112
CCC(C)NC(=O)Cn1c(-c2ccccc2)cc(C(C)=O)c1C (configuration not stated)	98	103	93	-2	100	99	0.1	131
CN1CCN(S(=O)(=O)c2ccc(N(C)CC(=O)Nc3ccc(F)cc3)nc2)CC1	98	102	98	-3	104	99	0.0	90
Cc1ccc(NC(=O)COC(=O)c2ccc(-n3cccn3)cc2)cc1C	95	95	103	1	99	98	0.1	85
O=C(/C=C/c1ccc(Cl)cc1)N(Cc1ccccc1)C1CCS(=O)(=O)C1 (configuration not stated)	104	102	96	-2	100	108	0.0	104
O=c1cc(CO)oc(C(Nc2ccccn2)c2ccc(F)cc2)c1O (configuration not stated)	102	96	97	-1	100	99	-0.1	90
COc1cccc(CN(C)C(=O)c2cc(-c3ccc(OC)c(OC)c3)nc3ccccc23)c1	90	105	90	x	93	107	0.3	108
CCOc1ccc(NC(=O)C(CC)NC(=O)c2ccccc2CO)cc1 (configuration not stated)	92	95	x	3	91	89	-0.1	105
COc1ccc(CCC(=O)NNC(=O)c2ccc(F)cc2)cc1	100	99	102	-2	103	103	-0.2	90
CCN(CC)C(=O)c1cc([N+](=O)[O-])cc2c1-c1ccc([N+](=O)[O-])cc1C2=C(C#N)C#N	99	98	108	1	103	98	-0.2	118
Cc1ccc(C(=O)N/N=C\c2cccs2)cn1	101	107	92	4	101	104	0.0	103
COc1ccc(S(=O)(=O)N2CCCCC2)cc1NC(=O)c1ccc2ccccc2n1	102	101	99	19	105	104	0.0	106
Cc1noc(NS(=O)(=O)c2ccc(N/C=C\C(=O)c3ccc4c(c3)OCO4)cc2)c1C	u	u	u	1	u	u	-0.1	115
CC(C)Cn1c(=O)c2c(nc3n2CC(C)CN3Cc2ccccc2)n(C)c1=O (configuration not stated)	107	102	103	5	109	104	0.0	94
CCN(CC)S(=O)(=O)c1ccc(OC)c(NC(=O)COc2ccc3c(C)cc(=O)oc3c2)c1	89	93	93	4	93	100	0.1	102
FC(F)(F)c1nc2ccccc2n1CCNc1nc(CN2CCCCC2)cs1	73	100	107	1	87	91	0.0	101
Cc1ccc(S(=O)(=O)NCC(=O)NNC(=O)c2ccc(Br)cc2)cc1C	93	94	103	1	101	99	0.5	115
Cc1ccc(NC(=O)CS(=O)CC(=O)Nc2cccc(C)c2C)cc1F (configuration not stated)	90	95	97	5	98	99	0.4	117
COCCSc1ccccc1C(=O)Nc1ccc(Cl)cc1	91	92	88	-6	87	99	0.1	117
O=C1CSC(=Nc2ccc(O)cc2)N1	103	87	100	0	97	92	-0.1	98
C=CCSc1nnc(NC(=O)C2CC(=O)N(Cc3ccc(C)cc3)C2)s1 (configuration not stated)	99	100	100	1	99	102	-0.2	98
CCOc1cc(CNC(C)(C)CO)cc(Br)c1OCc1ccc(Cl)cc1Cl	u	u	u	1	u	u	0.0	124
O=C(CCCc1nc2ccccc2s1)NCc1ccc(F)cc1	96	105	105	0	103	115	-0.1	119
Cc1nn(C(C)C)c(C)c1CN1CCC(C(=O)Nc2cccc(-c3cccc(F)c3)c2)CC1	103	100	92	9	98	104	0.0	102
COc1cccc(C(=O)NCC(=O)N/N=C/c2cccc(OC(=O)c3ccc([N+](=O)[O-])cc3)c2)c1	103	105	89	0	101	104	0.1	79

Part of the list above, with two lines to a compound.
Values run as follows: CIT2 TOR yeast, RPL19A-GFP yeast, LAP4-GFP MLPCN, AHR act, AGP1-GFP MLPCN, MEP2-GFP yeast, Efflux pump inh, Yeast superoxide
COc1ccc([C@@H]2C[C@H](c3ccccc3)Oc3cc(OC)c(OC)c(OC)c32)cc1
    88, 102, 103, 6, 90, 95, 0.0, 99
Cc1ccc(NC(=O)CS(=O)CC(=O)Nc2cccc(C)c2C)cc1F (configuration not stated)
    90, 95, 97, 5, 98, 99, 0.4, 117

The results go on.
SMILES	CIT2 TOR yeast	RPL19A-GFP yeast	LAP4-GFP MLPCN	AHR act	AGP1-GFP MLPCN	MEP2-GFP yeast	Efflux pump inh	Yeast superoxide
COc1ccc(C(=O)Nc2cccc(NC(C)=O)c2)cc1OC	92	98	86	17	87	96	0.3	126
COc1cccc(-n2nc(-c3ccnn3-c3ccc(C)cc3)c(=O)n(C)c2=O)c1	88	100	100	0	96	100	0.2	94
O=C(NN1CCOCC1)NC12CC3CC(CC(C3)C1)C2	99	104	109	-2	110	103	0.1	111
CCOc1cccc2sc(=NC(=O)c3ccco3)n(CC(=O)OC)c12	98	106	99	30	92	103	0.3	103
CCCCCCc1nnc(NC(=O)c2ccco2)s1	108	109	83	7	98	105	0.0	103
CCOc1nc2cnccc2n(CC(=O)Nc2ccccc2C(=O)OC)c1=O	112	108	110	7	110	108	0.0	131
O=C(Nc1nc(-c2ccc(F)cc2)cs1)C1CCCO1 (configuration not stated)	99	103	98	7	92	82	-0.1	95
C=CCn1c2ccccc2c(=O)c2cc(C#CC[C@@H](C)O)ccc21	83	102	90	41	82	95	0.2	147
CCN(C(=O)COC(=O)CCc1ccccc1)c1ccccc1	96	101	110	5	106	108	0.4	110
Cc1[nH]nc2c1C(c1ccc(-c3ccccc3C#N)o1)C(C#N)=C(N)O2 (configuration not stated)	106	98	109	10	101	105	0.0	96
CCOC(=O)c1c(C)[nH]c(C(=O)OC(C)C(=O)NC2CCCCC2C)c1C (configuration not stated)	96	94	99	5	96	95	-0.2	93
CCn1nnnc1SCC(=O)N1CCN(Cc2ccc3c(c2)OCCO3)CC1	89	91	91	0	90	93	0.0	109
COC(=O)c1cccc(NC(=O)CCCOc2cccc(C)c2)c1	89	98	99	17	95	100	-0.1	112
O=C(NCCN1CCOCC1)c1ccc2c(c1)N(Cc1ccc(F)cc1)C(=O)c1ccccc1S2(=O)=O	105	100	94	1	98	102	0.2	100
COc1ccccc1OCC(O)Cn1c(Br)nc2c1c(=O)[nH]c(=O)n2C (configuration not stated)	114	105	116	11	x	116	-0.1	92
Cc1ccc(/C=C2\SC(=S)N(CCCC(=O)NNC(=O)c3ccccc3O)C2=O)cc1	105	106	100	-7	98	100	0.3	99
O=C(CCN1C(=O)COc2ccccc21)N1CCCCC1	113	104	101	2	103	104	-0.2	96
CC1CCCCN1C(=O)CCc1nnc(Cc2c[nH]c3ccccc23)o1 (configuration not stated)	101	101	98	7	102	107	0.0	99
Cc1ccc(C(=O)OCc2c(C)noc2C)cc1NC(=O)c1ccco1	x	98	100	4	101	98	0.4	99
CC(C)(C)NC(=O)CN(C(=O)CS(=O)CC(=O)Nc1ccc(F)cc1)c1cccc(F)c1 (configuration not stated)	103	104	99	4	100	111	0.1	122
COCCOC(=O)c1c(NC(=O)CN2CCOCC2)sc(C(N)=O)c1C	97	102	99	3	101	100	-0.1	79
Cc1cc(C)n2nc3ccccc3c2n1	100	95	94	24	95	99	-0.1	87
